Avidin fluor = avidin bead compound fluorescence profile. Avidin beads, compound fluorescence 488/530 nm, flow cytometry; hits give high values. fluorescence (KMESF) at 10 µM. 220,000 tested, 0.38% active; in the data active means fluorescence above about 47; further: inactives centre near 10
Mcl1-Bid inh = Mcl-1/Bid interaction inhibition. inhibition, % at 21.7 µM. TR-FRET Mcl-1/Bid-Dy647 peptide binding, 1536-well. Q07820. AID 1021. 220,000 tested, 0.97% active;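 active means compounds that cut the binding signal by more than half at the single screening dose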;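 further: His-tagged Mcl-1 with europium anti-His antibody binding Bid BH3 peptide; 0% = Mcl-1 plus peptide wells and 100% = peptide-only wells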
Target sequence (Q07820 whole entry, looked up): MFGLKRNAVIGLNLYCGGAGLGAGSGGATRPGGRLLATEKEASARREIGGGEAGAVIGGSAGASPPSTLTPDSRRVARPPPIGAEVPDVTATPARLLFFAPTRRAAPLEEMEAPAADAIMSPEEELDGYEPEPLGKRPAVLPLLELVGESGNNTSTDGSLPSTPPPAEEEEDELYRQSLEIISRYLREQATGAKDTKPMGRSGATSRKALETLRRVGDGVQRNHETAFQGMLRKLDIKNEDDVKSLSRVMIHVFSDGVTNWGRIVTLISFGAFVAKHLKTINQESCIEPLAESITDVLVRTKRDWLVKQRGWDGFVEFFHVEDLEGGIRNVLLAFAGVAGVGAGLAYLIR
Cdc42 wt GTP = human Cdc42 wildtype GTP binding change, either direction. P60953. GST-Cdc42 beads, Bodipy-GTP binding, flow cytometry; actives lie on both sides. percent activity (GTP binding), % at 10 µM. 190,000 tested, 0.2% active. AID 761;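 active means percent activity GTP binding at least 20 points away from the 100% baseline, either down as inhibitor or up as activator; inconclusive means compound flagged as likely green fluorescent from well-wide comparison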;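 further: median bead fluorescence of bound Bodipy-FL-GTP at 100 nM; 0% = excess unlabeled GTP control and 100% = no compound control; below 100% means less GTP binding so inhibitor and above means activator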
Target sequence (P60953 whole entry, looked up): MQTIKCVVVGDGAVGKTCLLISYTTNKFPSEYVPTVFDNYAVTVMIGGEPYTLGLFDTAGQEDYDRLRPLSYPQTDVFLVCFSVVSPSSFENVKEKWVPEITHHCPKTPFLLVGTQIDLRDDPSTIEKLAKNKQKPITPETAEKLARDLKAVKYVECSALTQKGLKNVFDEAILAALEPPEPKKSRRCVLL
Pf gamet viab = inhibitors of late stage P. falciparum gametocyte viability; P. falciparum stage V gametocytes, ATP luminescence, 24 h; AID 743093; inhibition, % at 10.9 µM; 150,000 tested, 0.065% active;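 active means inhibition above the mean plus 3 SD of compounds within the control limits, set per campaign, cut at about 38% in these data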;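 further: 0% = DMSO wells and 100% = medium only without gametocytes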
Mcl1-Noxa inh = Mcl-1/Noxa interaction inhibition. Q07820. TR-FRET Mcl-1/Noxa peptide binding, 2 h. inhibition, % at 21.7 µM. 220,000 tested, 1.5% active. AID 1022;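 active means compounds that cut the protein-peptide binding signal by more than 50% relative to plate controls in a single-dose test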;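 further: His-tagged Mcl-1 with rhodamine Noxa BH3 peptide and terbium anti-His antibody; 0% = Mcl-1 plus Noxa peptide wells and 100% = peptide-only wells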
Rac1 act GTP bind = modulators of GTP binding to human Rac1 activated mutant; 190,000 tested, 0.11% active; percent activity (GTP binding), % at 10 µM; AID 764; P63000; GST-Rac1 activated beads, fluorescent GTP binding, flow cytometry; actives lie on both sides; 100% means binding = to untreated wells;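 active means GTP binding at least 20 percentage points away from the 100% baseline, in either direction, so actives lie on both sides; inconclusive means Compound likely fluorescent itself, or too few beads counted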
Rab7 wt GTP bind = modulators of GTP binding to dog Rab7 wildtype GTPase; GTP binding activity (percent of control), % at 10 µM; GST-Rab7 beads, fluorescent GTP binding, flow cytometry; actives lie on both sides; untreated = 100%, excess cold GTP = 0%; 190,000 tested, 0.055% active;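 active means fluorescent GTP binding to Rab7 beads changed by at least 20 points from the 100% baseline, either direction, mostly lower; inconclusive means compound itself probably fluorescent, or too few beads counted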;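 further: median green fluorescence of bound Bodipy-FL-GTP per Rab7 bead population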
Rac1 wt modul = human Rac1 wildtype GTP binding, inhibitors and activators. GST-Rac1 beads, fluorescent GTP binding, flow cytometry; actives lie on both sides; 0 = cold GTP competed, 100 = untreated. GTP binding activity (% of control), % at 10 µM. 190,000 tested, 0.27% active. AID 757;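 active means GTP binding activity at least 20 points away from the 100% control level, either lower or higher; inconclusive means compound flagged as likely green fluorescent, judged across all proteins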
Mcl-1 Bim block = disrupts Bim peptide binding to human Mcl-1. Q07820. Bead-based flow cytometry, Bim peptide-Mcl-1 binding. inhibition, % at 10 µM. 190,000 tested, 0.1% active; in the data active means inhibition above about 40%;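 further: 0% = no compound tracer wells and 100% = peptide blocker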
HRas wt GTP bind = human HRas wildtype GTP binding, change in either direction; GST-Ras wt beads, Bodipy-FL-GTP binding, flow cytometry; actives lie on both sides; GTP binding activity, % at 10 µM; 190,000 tested, 0.14% active;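 active means GTP binding activity at least 20% away from the 100% baseline, either lowered as inhibitor or raised as activator; inconclusive means flagged as likely green fluorescent, judged across all proteins in the well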;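 further: 0% = unlabeled GTP competition control and 100% = no-compound control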
Target sequence (P01112 whole entry, looked up): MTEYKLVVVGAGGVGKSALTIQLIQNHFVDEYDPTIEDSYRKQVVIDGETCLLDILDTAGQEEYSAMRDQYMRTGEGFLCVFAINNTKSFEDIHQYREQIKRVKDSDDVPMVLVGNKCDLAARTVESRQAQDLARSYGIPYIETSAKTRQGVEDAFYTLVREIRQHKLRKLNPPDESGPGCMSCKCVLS
Rab2 wt GTP = changes GTP binding to wildtype dog Rab2A, up or down | P61105 | GST-Rab2 wt beads, Bodipy-GTP binding, flow cytometry | GTP binding activity, % at 10 µM | 190,000 tested, 0.19% active | AID 760;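 active means GTP binding activity at least 20 points away from 100%, either lowered or raised; inconclusive means signal likely due to the compound's own green fluorescence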;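 further: 0% = beads with excess unlabeled GTP and 100% = no-compound control corrected for plate trend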
* = called active by the depositor; ? = inconclusive; . = no result given.

SMILES | Avidin fluor | Mcl1-Bid inh | Cdc42 wt GTP | Pf gamet viab | Mcl1-Noxa inh | Rac1 act GTP bind | Rab7 wt GTP bind | Rac1 wt modul | Mcl-1 Bim block | HRas wt GTP bind | Rab2 wt GTP
C=CCc1cccc(/C=N/NC(=O)CCC(=O)Nc2ccc(F)cc2)c1O | 13 | -10 | 101 | -12 | 22 | 101 | 98 | 107 | -2 | 101 | 99
Cc1cc([N+](=O)[O-])nn1CC(=O)Nc1cc(F)ccc1F | 14 | 5 | 100 | -20 | 28 | 95 | 96 | 100 | 0 | 96 | 97
O=C(COC(=O)[C@H](Cc1ccccc1)NC(=O)c1ccco1)NC(c1ccccc1)c1ccccc1 | 26 | 1 | 97 | . | 13 | 96 | 100 | 97 | -8 | 97 | 97
CCC(CC)C(=O)Nc1nnc(SCC(=O)NC(C)(C)C)s1 | 32 | 0 | 95 | 4 | 6 | 97 | 105 | 100 | -27 | 101 | 98
Cc1cc(=O)oc(C)c1C(=O)OCC(=O)c1ccc(Br)cc1 | 4 | -2 | 100 | . | 11 | 97 | 100 | 104 | -6 | 98 | 98
Cc1cc(C(=O)COC(=O)c2cccn2C)c(C)n1Cc1ccco1 | 9 | -42 | 96 | . | 14 | 94 | 103 | 94 | -2 | 96 | 96
C#CCOCCOCCOCCNc1nc(N2CCN(C(=O)C([C@@H](C)CC)n3cc(C(N)Cc4ccc(O)cc4)nn3)CC2)nc(N2CCN(C(=O)[C@H](CCC(=O)O)n3cc(C(N)[C@H](C)CC)nn3)CC2)n1 (some centres undefined) | 5 | 41 | 99 | 6 | 25 | 95 | 105 | 98 | -1 | 98 | 98
CN(c1ccc(OCC(=O)OCC(=O)Nc2cccc([N+](=O)[O-])c2)cc1)S(=O)(=O)c1ccc(F)cc1 | 6 | -28 | 97 | -45 | 9 | 96 | 106 | 101 | 1 | 99 | 97
CCOC(=O)C1=C(C)NC(C)=C(C(=O)OCC)C1C(=O)OCC(=O)N1CCc2ccccc21 | 13 | -35 | 103 | 12 | 2 | 98 | 99 | 102 | -2 | 102 | 100
COc1ccc(NC(=O)C(=O)N2N=C3CCCCC3C2(O)C(F)(F)F)cc1 (centres undefined) | 12 | -49 | 98 | -14 | -23 | 97 | 104 | 99 | 38 | 100 | 96
CCCc1cc(=O)[nH]c(/N=C(/NC(=O)C(C)N2C(=O)c3ccccc3C2=O)Nc2ccccc2)n1 (centres undefined) | 14 | 27 | 95 | . | 21 | 92 | 97 | 98 | 4 | 101 | 95
Cn1c(CCN2CCOCC2)nc2cc(NC(=O)COc3ccc(Cl)cc3)ccc21 | 8 | -21 | ? | -5 | 9 | ? | ? | ? | -1 | ? | ?
Cc1c(NC(=O)Nc2cccs2)cccc1[N+](=O)[O-] | 8 | -23 | 89 | -6 | 10 | 96 | 95 | 99 | -1 | 95 | 93
COc1cc(C(C)=O)ccc1Oc1ncnc2c1cnn2-c1cccc(Cl)c1 | 8 | 19 | 97 | -7 | -30 | 100 | 97 | 99 | -4 | 99 | 98
Fc1cccc(NC(=S)NCCc2ccccc2)c1 | 4 | -11 | 102 | . | 9 | 99 | 97 | 104 | -5 | 100 | 101

The last 2 compounds of the part before open the next one:
SMILES | Avidin fluor | Mcl1-Bid inh | Cdc42 wt GTP | Pf gamet viab | Mcl1-Noxa inh | Rac1 act GTP bind | Rab7 wt GTP bind | Rac1 wt modul | Mcl-1 Bim block | HRas wt GTP bind | Rab2 wt GTP
COc1cc(C(C)=O)ccc1Oc1ncnc2c1cnn2-c1cccc(Cl)c1 | 8 | 19 | 97 | -7 | -30 | 100 | 97 | 99 | -4 | 99 | 98
Fc1cccc(NC(=S)NCCc2ccccc2)c1 | 4 | -11 | 102 | . | 9 | 99 | 97 | 104 | -5 | 100 | 101
O=C(Nc1cccc(Cl)c1)Nc1cc(S(=O)(=O)N2CCCCC2)ccc1Cl | 20 | -18 | 97 | -14 | 1 | 97 | 98 | 103 | -3 | 96 | 98
Cc1nc2ccc(S(=O)(=O)NCC(=O)N3CCCCC3)cc2s1 | 6 | -9 | 100 | . | 18 | 97 | 101 | 100 | 0 | 100 | 100
CCCCCCC1C(C#N)=C(N)OC2=C1C(=O)CCC2 (centres undefined) | 6 | -31 | 99 | . | 15 | 101 | 100 | 107 | 0 | 102 | 100
CC#CCN(CC#CC)S(=O)(=O)c1ccc(-n2cnnn2)c(OC)c1 | 33 | -5 | 102 | . | 4 | 99 | 96 | 101 | -5 | 98 | 100
COc1ccc(OC)c(NC(=O)Cn2c(C)nc3ccccc3c2=O)c1 | 10 | -16 | 95 | 8 | 10 | 96 | 100 | 102 | -2 | 95 | 95
COc1ccc(OC2C(=O)N(c3cc(C)ccc3C)C2c2ccc(OC)c(OC)c2)cc1 (centres undefined) | 2 | -23 | 101 | 13 | 1 | 100 | 94 | 104 | -2 | 97 | 95
COc1cc(NC(=O)COC(=O)/C=C/c2ccccc2Cl)cc(OC)c1 | 11 | -30 | 90 | -5 | 4 | 97 | 93 | 96 | 1 | 94 | 90
CCN(CC(=O)Nc1ccc2c(c1)OCCO2)Cc1cc(=O)oc2cc(C)c(C)cc12 | 18 | -4 | 101 | . | 1 | 98 | 105 | 105 | -4 | 101 | 102
Cc1ccc2cccc(S(=O)(=O)n3nc(C)cc3C)c2n1 | 15 | -16 | 104 | 7 | -8 | 98 | 107 | 109 | -2 | 103 | 102
NCCCC[C@@H]1NC(=O)[C@H](CCC(=O)O)NC(=O)c2cc([N+](=O)[O-])cc(I)c2NCC[C@@H](C(N)=O)NC1=O | 7 | -8 | 95 | . | 15 | 92 | 95 | 101 | 0 | 96 | 98
COC(=O)c1c(C)nc2c(c(SC)nn2-c2ccccc2)c1N | 32 | 2 | 98 | . | -10 | 99 | 102 | 104 | -14 | 100 | 100
COc1ccc(C(=O)OCC(=O)Nc2ccc([N+](=O)[O-])cc2OC)c(O)c1 | 10 | -3 | 98 | 0 | 16 | 94 | 99 | 92 | -1 | 94 | 96
O=C(NCc1cccnc1)c1ccc(CN2CCc3ccccc3C2)cc1 | 21 | -6 | 98 | 28 | -4 | 97 | 92 | 101 | 2 | 100 | 96
COc1ccc(C(NC(=O)c2c(F)c(F)c(F)c(F)c2F)c2ccccc2)cc1 (centres undefined) | 12 | -7 | 103 | 11 | 2 | 100 | 98 | 101 | -4 | 97 | 98
O=C(Nc1ccc(F)cc1F)c1ccc(COc2c(F)c(F)cc(F)c2F)o1 | 9 | -2 | 97 | . | 0 | 95 | 100 | 98 | 3 | 99 | 98
CC1=C(C#N)C(c2cccnc2)C2=C(N1)c1ccccc1C2=O (centres undefined) | 12 | -29 | 94 | -16 | 24 | 94 | 101 | 97 | -2 | 93 | 95
COc1ccc(C(=O)Nc2ccc(S(=O)(=O)N3CCCCC3C)cc2)c(OC)c1OC (centres undefined) | 14 | 9 | 92 | . | 10 | 95 | 95 | 93 | 0 | 91 | 89
Cc1cc(=O)oc2c1c(C)nn2-c1ccc(Cl)cc1 | 11 | -15 | 100 | -20 | 2 | 95 | 104 | 97 | 2 | 100 | 100
O=C(Nc1ccc(Cl)cc1)C(c1ccccc1)N1CCOCC1 (centres undefined) | 11 | -17 | 97 | . | 10 | 95 | 99 | 96 | -2 | 97 | 98
COC(=O)C1=C(C)OC(N)=C(C#N)C1c1cccnc1 (centres undefined) | 8 | -19 | 100 | . | 14 | 99 | 101 | 101 | 0 | 101 | 103
C=CCOC(=O)Nc1c(C(=O)OC)[nH]c2ccccc12 | 19 | -30 | 94 | -26 | 10 | 100 | 101 | 95 | -2 | 98 | 101
CCOC(=O)C1(CCCc2ccccc2)CCN(C(=O)CCc2cnn(C)c2)CC1 | 8 | -2 | 95 | -8 | 5 | 95 | 95 | 100 | -2 | 95 | 95
Cc1cc(C)n2ncc(C(=O)NC3CCCCC3)c2n1 | 10 | -2 | 95 | 8 | 19 | 95 | 98 | 98 | -2 | 95 | 96
Cc1ccc(CONC(=O)c2ccc(OC(F)F)cc2)cc1 | 11 | -2 | 101 | -5 | 3 | 97 | 99 | 101 | 0 | 99 | 97
Cc1cccc(C)c1NC(=O)CSc1nc(-c2ccco2)cc(C(F)(F)F)n1 | 67* | -5 | 103 | -14 | 11 | 98 | 98 | 103 | -3 | 100 | 96
CCOc1c(C=C(C#N)C#N)c2ccccc2n1CC | 4 | -4 | 102 | -25 | 8 | 99 | 102 | 103 | 0 | 100 | 98
Cc1cccc(/C=N\NC(=O)c2sccc2-n2cccc2)c1 | 12 | -39 | 99 | -34 | 5 | 99 | 98 | 99 | -1 | 100 | 98
CCCCN=C(N)/C(C(=O)OCC)=C(\O)c1ccc(OC)cc1 | 34 | -5 | 100 | 12 | 9 | 96 | 99 | 102 | -2 | 99 | 99
CCc1cc([N+](=O)[O-])cc(CC)c1N | 9 | -19 | 106 | -1 | 6 | 103 | 99 | 110 | -70 | 103 | 102
CCCCN(C)CCn1c(=S)[nH]c2cc(OCC)c(OCC)cc2c1=O | 9 | -18 | 97 | 32 | 33 | 96 | 107 | 102 | 0 | 100 | 101
COC(=O)C1=C(C)Nc2sc(C(N)=O)c(N)c2C1c1ccncc1 (centres undefined) | 3 | -101 | 101 | -5 | 15 | 98 | 99 | 101 | -4 | 99 | 100
COc1ccc(S(=O)(=O)Cc2ccc(C(=O)NCCCN(C)c3ccccc3)o2)cc1 | 1 | -105 | 95 | . | 31 | 93 | 93 | 95 | -1 | 92 | 94
Cc1ccc(NC(=O)C2=CCN(S(=O)(=O)c3ccc(F)cc3)CC2)c(C)c1 | 6 | 0 | 98 | . | -10 | 98 | 95 | 106 | -1 | 99 | 98
CCOC(CCn1c(SCC(=O)Nc2cc(C)on2)nc2ccccc2c1=O)OCC | 10 | -22 | 91 | -2 | -3 | 93 | 104 | 97 | -2 | 96 | 95
CCOCCCNS(=O)(=O)Cc1ccccc1 | 12 | -23 | 104 | 12 | -7 | 100 | 100 | 101 | 0 | 102 | 100
COc1ccccc1CNN | 6 | -34 | 98 | -27 | 12 | 99 | 103 | 99 | -7 | 100 | 101
O=C1OCCC1Sc1nnc(-c2ccc(Cl)cc2)n1Cc1ccccc1 (centres undefined) | 13 | -20 | 98 | -16 | 0 | 97 | 97 | 99 | -3 | 96 | 98
O=C(O)CCC(=O)Nc1ccc(C(=O)OC2CCCCC2)cc1 | 10 | -8 | 97 | -12 | -21 | 99 | 96 | 97 | 1 | 99 | 99
Cc1cc(C(C)(C)C)oc1C(=O)N(CC(=O)NC1CCCC1)c1cccc(C(F)(F)F)c1 | 12 | -3 | 95 | . | -8 | 94 | 90 | 96 | 0 | 94 | 92
COc1ccc(OC)c(C(=O)COC(=O)c2cccnc2Cl)c1 | 17 | 2 | 97 | -11 | 10 | 95 | 89 | 92 | 4 | 93 | 94

Bioassay records as filed in PubChem.
